NR1D1 modulator: Rev-erb alpha (human) modulation. Rev-erbα–FITC-DNA binding, fluorescence polarization, 90 min. activity, % at 10 µM. 0.79% of 370,000 active. AID 1259318;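 active = activity above about 14%, limit read from the data; passing the limit was not always enough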;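 note: 0% = DMSO wells with 35 nM protein and 100% = DMSO wells with 750 nM protein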
DAX1 inh-1: blocks DAX1 repression of SF-1 activated StAR promoter. 1.1% of 370,000 active. AID 652010. HEK293T StAR-luciferase reporter, SF-1/DAX-1 repression relief. inhibition, % at 6.8 µM;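 active = inhibition above the mean over all tested compounds plus 3 SD, cut at about 3.6% in these data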;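 note: 0% = DAX-1 cells with DMSO and 100% = cells lacking DAX-1 with DMSO; higher inhibition means more luminescence from relief of DAX-1 repression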
DAX1 inh-2: inhibitors of human orphan nuclear receptor DAX1 (NR0B1); AID 504766; 0.99% of 340,000 active; inhibition, % at 6.75 µM; P51843; HEK293 Gal4-DAX1 luciferase reporter, luminescence;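 active = inhibition above the mean over all tested compounds plus 3 SD, cut at about 4.2% in these data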;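 note: 0% = DAX1-transfected cells with DMSO and 100% = empty-vector control cells with DMSO; inhibition shows as a rise in luminescence from relieved DAX1 repression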
Target sequence (P51843 207-470 limits assumed): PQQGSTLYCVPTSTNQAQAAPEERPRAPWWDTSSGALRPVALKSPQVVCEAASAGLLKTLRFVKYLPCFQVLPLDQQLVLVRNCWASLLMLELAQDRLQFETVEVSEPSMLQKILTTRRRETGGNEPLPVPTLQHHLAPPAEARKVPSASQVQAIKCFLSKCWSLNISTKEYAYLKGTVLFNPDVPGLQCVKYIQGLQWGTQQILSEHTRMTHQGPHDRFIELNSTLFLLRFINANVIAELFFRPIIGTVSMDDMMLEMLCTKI
MBD2 DNA inh: blocks human MBD2 binding to methylated DNA. Q9UBB5. TR-FRET, MBD2 binding to methylated oligonucleotide. inhibition, % at 4.4 µM. 0.31% of 370,000 active. AID 686964; in the data active = inhibition above about 13%
Target sequence (Q9UBB5 whole entry, looked up): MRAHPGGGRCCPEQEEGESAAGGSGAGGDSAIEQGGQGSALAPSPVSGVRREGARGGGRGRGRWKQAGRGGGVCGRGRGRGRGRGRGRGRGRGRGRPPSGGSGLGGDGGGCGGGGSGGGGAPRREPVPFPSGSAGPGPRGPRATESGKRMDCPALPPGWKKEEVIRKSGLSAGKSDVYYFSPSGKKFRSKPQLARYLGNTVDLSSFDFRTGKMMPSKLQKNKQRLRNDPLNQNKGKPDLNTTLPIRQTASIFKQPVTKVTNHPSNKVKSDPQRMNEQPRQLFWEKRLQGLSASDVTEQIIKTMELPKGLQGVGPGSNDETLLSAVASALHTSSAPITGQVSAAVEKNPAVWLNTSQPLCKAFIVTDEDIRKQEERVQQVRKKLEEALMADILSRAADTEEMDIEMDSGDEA
ADAM17 inh: inhibitors of human ADAM17; recombinant ADAM17, EDANS/DABCYL FRET peptide cleavage; inhibition, % at 6.95 µM; 0.83% of 370,000 active; AID 720648;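 active = inhibition above the mean of compounds lying between control limits plus 3 SD, set per campaign, cut at about 8.5% in these data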;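 note: 0% = DMSO-only wells as the low control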
hgDAF12 agonist: hgDAF-12 agonism, primary luciferase screen. HEK293 GAL4-hgDAF12 UAS-luciferase reporter, agonist luminescence; normalized to butyrate control. activation, % at 6.8 µM. 1.8% of 370,000 active. AID 687014;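 active = activation above a cutoff set at the mean of all screened compounds plus 3 SD, cut at about 10% in these data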;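 note: 0% = DMSO wells and 100% = sodium butyrate wells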
SMARCA2 activ: activators of SMARCA2 function. activation, % at 9.1 µM. MG213 cells, MMTV-luciferase reporter, dexamethasone, overnight. 1% of 370,000 active; in the data active = activation above about 7.8%;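 note: 0% = vehicle wells and 100% = reference activator wells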
ssDAF12 agonist: activates DAF-12 receptor from parasite S. stercoralis | AID 652126 | HEK293 ssDAF-12/GRIP1 lit1-tk-luc reporter, luminescence; % of 3 µM dafachronic acid response | activation, % at 6.8 µM | 1% of 370,000 active;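 active = activation above the mean over all tested compounds plus 3 SD, cut at about 0.9% in these data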;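 note: 0% = DMSO-only wells and 100% = 3 µM delta7-dafachronic acid wells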
hcDAF-12 act: H. contortus DAF-12 activation, primary screen | activation, % at 6.8 µM | AID 652067 | HEK293 hcDAF-12 lit1-tk-luc reporter, luminescence; 0% DMSO, 100% Δ7-dafachronic acid | 1.4% of 370,000 active;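 active = activation above the mean of all tested compounds plus 3 SD, cut at about 5.5% in these data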;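 note: 100% = response to 3 µM Δ7-dafachronic acid high control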
PLCb3 inh: blocks human PLC-beta3 enzyme activity; AID 720704; Purified PLC-beta3, fluorogenic substrate, fluorescence; inhibition, % at 12.2 µM; 0.18% of 370,000 active; in the data active = inhibition above about 11%;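 note: 0% = median of compound wells on plate and 100% = full blocker control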
PLC-gamma1 inh: PLC-gamma1 (human) inhibition, primary screen; purified PLC-gamma1, fluorogenic substrate, fluorescence; inhibition, % at 12.2 µM; 0.84% of 370,000 active; in the data active = inhibition above about 9.5%
* hit, by the source's call; i = inactive; · = not tested or not shown.

No.	compound	NR1D1 modulator	DAX1 inh-1	DAX1 inh-2	MBD2 DNA inh	ADAM17 inh	hgDAF12 agonist	SMARCA2 activ	ssDAF12 agonist	hcDAF-12 act	PLCb3 inh	PLC-gamma1 inh
1	CC(NC(=O)c1ccccc1Cl)NC(=O)c1ccccc1Cl	3	-0.3	0.5	-1	-7	-1.0	-1	-1.4	-0.7	-8	3
2	CN(C)C(=O)CSc1ccccc1C(=O)OCC(=O)NC1CC1	-1	1.8	0.2	8	-11	1.6	1	-0.9	1.1	-1	5
3	COCCNC(=O)c1ccccc1NC(=O)CCSc1ccccc1	-3	-0.7	1.4	-1	0	-0.3	-4	-1.2	0.1	-10	5
4	Cc1ccc(S(=O)(=O)N(CC(=O)NCc2cccnc2)c2ccc(F)cc2)cc1	2	-0.2	-0.4	1	-2	-0.5	-4	-1.4	0.1	-11	-1
5	Cc1ccc(-n2c(=O)cc(NCc3cccnc3)[nH]c2=O)cc1	1	0.0	0.1	7	-6	-0.9	-1	-1.9	-1.3	0	0
6	FC(F)(F)c1cccc(-n2cc(-c3ccccc3)[nH]c2=S)c1	-5	-0.3	1.1	4	2	2.1	-1	-0.9	-0.7	-9	-2
7	COc1cc(C)nc(Oc2ccc(=O)[nH]n2)n1	1	-0.2	-0.3	1	-3	-1.1	0	-0.5	-0.8	-1	2
8	Cc1cc(C)cc(NC(=O)N2CCN(C/C=C/c3ccccc3)CC2)c1	1	-0.4	-0.3	6	4	0.1	-2	-1.8	-0.9	1	2
9	O=C(NCc1nc2ccccc2[nH]1)C1=C[C@H](c2ccc(C(F)(F)F)cc2)C[C@H](OCCCCO)O1	0	-0.2	-0.9	0	-4	-2.0	-1	-1.0	1.0	-2	-2
10	O=C(c1ccc2ccccc2c1)C1CCCN(S(=O)(=O)c2cccnc2)C1 (stereo not given)	-3	-0.4	-3.1	1	-10	2.1	-3	-1.9	-1.8	-11	-9
11	CCOC(=O)c1c(C)n(-c2ccc(C)cc2)c2ccc(OCC(O)CNCCCO)cc12 (stereo not given)	-1	-0.5	1.5	1	0	-1.0	-2	-1.1	-1.7	-6	2
12	O=C(OCC(=O)c1ccc(S(=O)(=O)N2CCCC2)cc1)C1=COCCO1	-3	0.5	1.3	1	-4	0.2	2	-0.1	-0.9	-1	0
13	Cc1cccc(-c2nn(-c3ccccc3)cc2C(=O)NCC(c2cccs2)N2CCOCC2)c1 (stereo not given)	-1	0.6	-1.6	1	-3	1.2	-2	-0.9	-0.9	2	3
14	O=C(CCC(=O)c1ccccc1)NCc1ccccc1	-1	-0.2	0.8	7	-6	-2.1	-1	-1.5	-0.4	-5	0
15	FC(F)Oc1ccccc1NC(=S)NCc1ccco1	3	-0.5	0.2	9	-5	-0.1	0	-1.8	-1.3	1	1
16	COc1ccc(NC(=O)CCCCCN2C(=O)[C@@H]3Cc4ccccc4CN3C2=O)cc1Cl	-7	-0.2	-0.1	1	0	0.4	-2	-1.5	-0.3	-2	-1
17	COC(=O)NCC(c1ccc2c(c1)OCO2)N1CCN(c2ccc(OC)cc2)CC1 (stereo not given)	-6	-2.0	-0.1	1	-2	0.1	3	-1.4	-0.7	-2	5
18	O=C(C[n+]1cn(C(F)F)c2ccccc21)c1ccc(Br)cc1	-4	-0.2	-0.1	1	-5	-2.4	-2	-1.6	-0.7	-4	-3
19	COc1ccc(Cl)cc1CSc1ncn[nH]1	1	0.2	0.4	2	-4	-1.9	-3	-2.8	-2.3	-8	0
20	O=C(Nc1ccc(COc2ccccc2)cc1)c1cccc([N+](=O)[O-])c1	4	-1.1	-1.5	3	-2	5.6	0	-1.0	-0.3	1	-1
21	CC(C)c1nc(SCC(=O)N2c3ccccc3CC2C)c2ccccc2n1 (stereo not given)	6	0.8	-2.0	2	-2	-1.4	-5	-1.5	-0.9	-3	0
22	O=C(NCc1ccccc1)c1cc(C2CCCN(S(=O)(=O)c3cccs3)C2)on1 (stereo not given)	4	-0.8	·	9	3	-1.3	-2	-1.1	-2.4	7	-2
23	O=S(=O)(Nc1ccc(N2CCOCC2)nn1)c1ccccc1	2	-0.6	1.2	-1	-7	0.3	2	-1.4	-0.2	-6	-4
24	COC(=O)[C@]12C[C@H](CC(=O)NCc3cccc4ccccc34)C(=O)N(Cc3ccc4c(c3)OCO4)C1=C[C@H](C(C)C)O[C@@H]2C1CC1	-5	0.0	·	2	3	-1.8	-3	-1.5	-1.1	2	0
25	CCOC(=O)C1=CCN(S(=O)(=O)c2ccc(Br)cc2)C1c1cccc(C)c1 (stereo not given)	0	0.0	·	5	0	6.1	-3	-1.6	-2.1	-1	2
26	CCC(C)NC(=O)CSc1n[nH]c(=O)n1CCc1ccccc1 (stereo not given)	-2	0.2	1.8	4	-3	-1.3	0	-1.5	0.6	-2	4
27	Cc1ccc(CCC(=O)Nc2ccc(N(C)C)cc2)o1	1	-0.4	-0.4	1	-2	-0.3	5	-1.3	-2.0	-6	0
28	COC(=O)c1ccccc1NC(=S)NC(NC(=O)c1ccccc1[N+](=O)[O-])C(Cl)(Cl)Cl (stereo not given)	3	0.9	-1.2	-1	-6	3.4	7	-0.5	-0.7	1	3
29	C/C(Cc1ccccc1)=N\NC(=O)C1CCCCC1	-1	0.2	1.3	-3	-1	2.1	2	-1.4	-1.5	-2	-4
30	CCCc1nc(N2CCN(S(=O)(=O)c3ccc(Cl)cc3)CC2)c2c(C)c(C)sc2n1	-5	0.0	0.0	-8	0	2.0	0	-0.9	-1.4	-2	1

Looked up above:
Result for entry 6 under ssDAF12 agonist: -0.9
Result for entry 3 under ADAM17 inh: 0
Result for entry 29 under PLCb3 inh: -2
Result for entry 26 under MBD2 DNA inh: 4

The results go on.
No.	compound	NR1D1 modulator	DAX1 inh-1	DAX1 inh-2	MBD2 DNA inh	ADAM17 inh	hgDAF12 agonist	SMARCA2 activ	ssDAF12 agonist	hcDAF-12 act	PLCb3 inh	PLC-gamma1 inh
31	O=C(CCCN1C(=O)/C(=C/c2ccccc2)SC1=S)Nc1ccccc1O	-2	0.3	-0.8	-1	-5	-4.0	-5	-1.3	-1.5	-1	0
32	Cn1ncc(Cl)c(Oc2ccc(C(C)(C)C)cc2)c1=O	-3	0.6	0.7	-6	-2	-3.5	-1	-0.3	-1.1	-1	3
33	CCOC(=O)CCCNC(=O)COc1ccccc1C#N	1	1.5	-0.7	-1	2	1.0	-3	-0.4	2.5	1	5
34	O=C(CN1C(=O)NC2(CCc3ccccc32)C1=O)Nc1cccc(F)c1 (stereo not given)	-4	-0.5	-1.3	4	3	1.4	-1	-0.1	-1.0	-12	6
35	COc1ccc(OCCCC(=O)Nc2ccc(N3CCOCC3)cc2)cc1	-4	-0.9	0.1	-2	-3	-3.8	2	-1.9	-1.1	0	0
36	O=C(OCc1ccc2c(c1)OCO2)c1ccc(S(=O)(=O)N2CCCC2)cc1	8	0.1	0.0	4	-3	0.2	-1	-1.2	-1.3	3	3
37	COc1ccc2oc(=O)c(/C(C)=N/NC(=O)c3ccncc3)cc2c1	-5	-0.2	-0.1	-10	-23	0.2	0	-1.1	-1.2	i	-472
38	COCC(C)NCc1cccc([N+](=O)[O-])c1 (stereo not given)	-4	-0.2	0.1	-1	-2	-0.2	1	-1.1	-1.8	5	2
39	O=C(Nc1cccc(C(=O)N2CCN(c3cccc(Cl)c3)CC2)c1)c1ccccc1	-3	-0.8	-0.9	-2	7	-1.3	-1	-1.8	-2.7	0	1
40	O=C(Nc1nnc(C2=COCCO2)o1)c1ccc(S(=O)(=O)N2CCCC2)cc1	2	-0.5	0.9	-2	-2	-1.8	0	-0.3	1.5	1	0
41	O=C(Nc1cnccn1)c1cccs1	-3	-0.3	-0.8	-2	0	4.1	-3	-0.8	-0.6	5	0
42	Cc1ccc(F)cc1NC(=O)CN1CCN(Cc2ccccc2)CC1	8	-0.4	0.4	1	-1	2.5	1	-1.2	-1.8	1	4
43	O=c1c(Br)ccc(Br)cc1Br	2	-5.2	-5.2	4	-2	-11	-13	-1.8	-5.1	-5	9
44	O=C1CC(c2ccccc2)CCc2sccc2N1 (stereo not given)	2	0.2	0.6	0	-1	-1.0	-4	-1.2	-1.5	-2	-4
45	O=C(c1ccc([N+](=O)[O-])cc1Cl)N1CCN(c2ccccn2)CC1	-1	0.3	-1.1	7	-1	-3.0	-3	-1.6	3.1	-4	4
46	COc1cccc(N2C(=O)CN(Cc3ccccc3)C2=S)c1	-1	0.5	0.9	4	-2	-1.0	-2	-1.5	0.2	-5	-1
47	Cc1ccc(C)c(NC2=C(Cl)C(=O)OC2OC(=O)c2ccco2)c1 (stereo not given)	2	-0.8	0.7	-5	1	-1.2	3	-1.7	-2.4	0	2
48	CCCc1noc(-c2ccc(-c3ccccc3)cc2)n1	-1	2.3	0.2	-3	-3	7.3	4	-0.2	2.8	4	-18
49	COc1ccc(-n2c(C)cc(C(=O)CSc3nn4c(=O)c(C(C)(C)C)nnc4s3)c2C)cc1	3	-0.5	0.0	-1	2	-0.8	3	-1.5	-1.8	-9	-6

Random excerpt: 4 compounds from above.
No.	compound	NR1D1 modulator	DAX1 inh-1	DAX1 inh-2	MBD2 DNA inh	ADAM17 inh	hgDAF12 agonist	SMARCA2 activ	ssDAF12 agonist	hcDAF-12 act	PLCb3 inh	PLC-gamma1 inh
45	O=C(c1ccc([N+](=O)[O-])cc1Cl)N1CCN(c2ccccn2)CC1	-1	0.3	-1.1	7	-1	-3.0	-3	-1.6	3.1	-4	4
35	COc1ccc(OCCCC(=O)Nc2ccc(N3CCOCC3)cc2)cc1	-4	-0.9	0.1	-2	-3	-3.8	2	-1.9	-1.1	0	0
48	CCCc1noc(-c2ccc(-c3ccccc3)cc2)n1	-1	2.3	0.2	-3	-3	7.3	4	-0.2	2.8	4	-18
47	Cc1ccc(C)c(NC2=C(Cl)C(=O)OC2OC(=O)c2ccco2)c1 (stereo not given)	2	-0.8	0.7	-5	1	-1.2	3	-1.7	-2.4	0	2

Compound activity (PubChem BioAssay)
